TcdB inh: TcdB glycohydrolase inhibition; P18177; TcdB glycohydrolase enzymatic assay, plate reader; inhibition, % at 9.99 µM; 350,000 compounds, 0.24% hits; AID 652162; in the data active means inhibition above about 10%
MazEF act: increases E. coli MazEF RNase cleavage of RNA. P0AE70. FAM/BHQ RNA-DNA oligo cleavage fluorescence, 5 h. activation, % at 20 µM. 350,000 compounds, 0.32% hits. AID 504720; in the data active means activation above about 50%
Target sequence (P0AE70 whole entry, looked up): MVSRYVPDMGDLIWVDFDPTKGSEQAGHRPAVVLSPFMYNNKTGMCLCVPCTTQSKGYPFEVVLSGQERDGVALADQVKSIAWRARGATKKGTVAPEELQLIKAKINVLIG
VHR inh abs: inhibitors of human VHR1 phosphatase (DUSP3); P51452; recombinant VHR phosphatase, pNPP absorbance; inhibition, % at 13.3 µM; 290,000 compounds, 0.52% hits; AID 1654; in the data active means inhibition above about 50%; further: some compounds called inactive have numbers as strong as hits
Target sequence (P51452 whole entry, looked up): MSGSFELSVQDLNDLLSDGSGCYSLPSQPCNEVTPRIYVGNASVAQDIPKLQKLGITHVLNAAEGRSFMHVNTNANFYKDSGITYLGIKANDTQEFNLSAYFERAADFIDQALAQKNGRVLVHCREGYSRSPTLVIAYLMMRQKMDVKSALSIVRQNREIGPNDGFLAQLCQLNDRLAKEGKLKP
SARS 3CLpro inh: SARS-CoV 3CLpro protease inhibition; recombinant SARS-CoV 3CLpro, quenched FRET peptide cleavage; inhibition, % at 6 µM; 290,000 compounds, 0.14% hits; AID 1706; in the data active means inhibition above about 12%
BH1578 lux ind: inducers of Vibrio cholerae quorum light production without autoinducers | V. cholerae BH1578 lux reporter, luminescence, 6 h | activation, % at 18.7 µM | 350,000 compounds, 0.16% hits; in the data active means activation mostly above about 9.7%, no sharp cut-off; further: not every result past the cut was called active; inactives centre near 0; reference of the scale not given here
PfHsp40 rescue: rescue of PfHsp40-mediated yeast toxicity | S. cerevisiae expressing PfHsp40, growth rescue, ATP luminescence | growth rescue, % at 12.5 µM | 340,000 compounds, 0.68% hits | AID 504582; in the data active means growth rescue above about 28%, passing the limit was not always enough;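 further: yeast W303a lacking pdr1 and pdr3 grown in galactose medium; growth measured after three days at 30 °C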
Anthrax LF inh2: anthrax lethal factor protease inhibition; P15917; multiplex microsphere protease cleavage assay, LF; inhibition, % at 10 µM; 360,000 compounds, 0.12% hits; AID 588501; in the data active means inhibition above about 30%; further: plate controls were buffer without enzyme for full effect and enzyme alone for no effect
Target sequence (P15917 whole entry, looked up): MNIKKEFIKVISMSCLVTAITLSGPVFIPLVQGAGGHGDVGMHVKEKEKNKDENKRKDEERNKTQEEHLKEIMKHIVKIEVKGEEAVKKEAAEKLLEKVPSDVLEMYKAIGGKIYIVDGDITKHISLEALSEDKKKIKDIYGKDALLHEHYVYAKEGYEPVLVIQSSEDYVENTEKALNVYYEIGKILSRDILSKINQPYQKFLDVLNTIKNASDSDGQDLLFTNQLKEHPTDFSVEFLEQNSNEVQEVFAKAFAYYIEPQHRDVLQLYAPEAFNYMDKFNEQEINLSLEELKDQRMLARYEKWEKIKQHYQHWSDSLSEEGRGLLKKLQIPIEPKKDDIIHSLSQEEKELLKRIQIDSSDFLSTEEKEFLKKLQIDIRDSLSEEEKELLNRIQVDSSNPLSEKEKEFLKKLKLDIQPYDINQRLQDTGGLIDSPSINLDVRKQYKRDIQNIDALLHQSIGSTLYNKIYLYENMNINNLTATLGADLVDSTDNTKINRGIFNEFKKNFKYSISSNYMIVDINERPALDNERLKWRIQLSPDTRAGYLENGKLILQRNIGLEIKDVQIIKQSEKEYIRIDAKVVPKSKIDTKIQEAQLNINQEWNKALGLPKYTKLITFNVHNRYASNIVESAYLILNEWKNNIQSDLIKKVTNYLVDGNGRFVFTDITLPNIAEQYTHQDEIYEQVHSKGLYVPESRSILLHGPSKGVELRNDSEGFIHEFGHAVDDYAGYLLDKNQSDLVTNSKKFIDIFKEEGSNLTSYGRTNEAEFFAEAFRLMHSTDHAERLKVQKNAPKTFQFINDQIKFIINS
Yp Topo-I inh: blocks Yersinia pestis topoisomerase I activity; activity, % at 10 µM; Y. pestis Topo-I cleavage product accumulation, plate reader; 360,000 compounds, 0.064% hits; AID 504884; in the data active means activity above about 50%, passing the limit was not always enough; further: inactives centre near 2
PriA SSB inh: blocks PriA binding to SSB C-terminal tail; AlphaScreen SSBct-PriA binding, biotinylated peptide; inhibition, % at 33 µM; 430,000 compounds, 0.6% hits; AID 1272365; in the data active means inhibition mostly above about 37%, no sharp cut-off; inactive means mostly below about 20%;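 further: plate controls were negative control peptide for no effect and reference peptide for full effect; strong numbers were not always called active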
Rv3671c protease: Rv3671c (M. tuberculosis) protease inhibition. P9WHR9. inhibition, % at 5.96 µM. 320,000 compounds, 0.048% hits. AID 2606; in the data active means inhibition above about 38%;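 further: extracellular domain of Rv3671c used as enzyme; 0% = enzyme with DMSO and 100% = no enzyme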
* hit, by the source's call; i = inactive; . = not tested or not shown; & = joins results of further samples. The list is partial (hit frequency here may not be typical).

SMILES	TcdB inh	MazEF act	VHR inh abs	SARS 3CLpro inh	BH1578 lux ind	PfHsp40 rescue	Anthrax LF inh2	Yp Topo-I inh	PriA SSB inh	Rv3671c protease
O=C(NN=C1CCCCCC1)c1cn(-c2ccccc2)nc1-c1ccccc1	.	6	-2	-7	-0.2	-0.8	-1	19	-2	-35
O=C(Nc1cccc2ccccc12)c1csc([C@@H]2O[C@H](CO)[C@@H](O)[C@H]2O)n1	0.9	.	.	.	-0.4	.	-6	-4	.	.
COc1ccc(C[C@H]2CN3C(=NC[C@H]3Cc3ccccc3)N2CCNC(=O)CCC2CCCCC2)cc1	1.1	17	21	4	-0.6	-1.0	-6	12	2	0
O=C(Nc1ccccc1O)c1cccc(NC(=O)c2ccco2)c1	0.6	11	23	-6	i	1.2	6	-2	0	1
CCCCCCSc1cccc(-c2nc3ccc(Cl)cn3c2NCCCC)c1	0.0&0.7	3	.	.	-0.4	1.6	-5&-12	8	-23	.
O=C(OCC(=O)N1CCOCC1)c1ccc(N2CCOCC2)c([N+](=O)[O-])c1	0.6	13	-11	0	i	-0.4	-4	2	-12	-5
N#Cc1ccc(-c2nc3ccccc3c(=O)n2O)cc1	1.3	-2	-1	6	i	20	-5	8	-3	10
O=C(CSc1nc2c(cnn2-c2ccc(F)cc2)c(=O)[nH]1)N1N=C(c2cccs2)CC1c1ccc(F)cc1 (centres undefined)	1.8	.	-15	5	-0.2	.	-3	5	.	.
C=CCn1c(SCC(=O)N(C)c2c(N)n(Cc3ccccc3)c(=O)[nH]c2=O)nnc1-c1ccccc1OC	3.6	-8	-2	-2	i	-1.7	0	7	10	-12
NC(=O)Nc1ccc(C(=O)OCC(=O)NC2CCCCC2)cc1	0.1	6	6	-1	-0.3	-0.5	-2	2	-5	1
O=C(/C=C/c1ccc(F)cc1)NC(=S)NNC(=O)c1cccnc1	0.7	-2	1	4	0.6	2.0	4	-2	0	3
O=C(CSc1nnc(-c2cccs2)n1-c1ccccc1)NCc1ccco1	.	3	5	-3	1.3	0.5	-4	8	2	-8
CC(=O)C1=C(C)NC(=O)CC1c1ccccc1Cl (centres undefined)	7.5	-23	15	-5	-0.3	-0.4	0	-4	-10	5
C[C@@H]1ON(C)[C@H]2C[C@H]3c4[nH]c5ccc(-c6ccc7c(c6)OCO7)cc5c4CCN3C[C@@H]12	1.0	1	.	.	-1.1	.	-9	10	.	.
CCC(=O)c1ccccc1OCCCN1C(=O)NC(C)(C)C1=O	.	2	-10	-5	i	-0.3	4	-1	-4	4
CN(CC1COc2ccccc2O1)C(=O)CSc1nncs1 (centres undefined)	-0.5	-7	.	.	-3.8	-1.0	-4	-4	-2	1
Clc1ccc(Sc2cc(Cl)c(-c3ccccc3)nn2)cc1	.	10	-16	10	i	-1.5	3	17	-17	-3
CC1=C(C(=O)Nc2ccc(C(=O)NCCCN3CCCCC3)cc2)SCCO1	0.1	10	6	-5	2.6	0.1	-3	-10	10	-6
COc1ccc(CN(Cc2cccn2C)S(=O)(=O)c2ccc(F)cc2)cc1	-0.2	1	9	6	-0.2	2.7	.	40	-8	-6
Cc1ccccc1CN1CCN(CC(=O)NCc2ccco2)C1=O	.	7	-2	-6	-0.4	-0.9	2	6	-5	7
Cc1cc(NCCCN2CCOCC2)n2nc(C)c(-c3ccccc3)c2n1	.	2	29	-4	-3.0	0.1	-4	5	-10	-5
COc1cc(-n2ccnc2SC)c(Cl)cc1Cl	.	0	17	-8	i	-0.2	0	0	7	4
O=C(O)/C=C/C(=O)NCCC(c1ccccc1)c1ccccc1	0.9	11	10	2	i	-2.3	-1	0	-3	-1
COc1ccc(C(=O)N2CCC(O)(c3ccc(F)cc3)CC2)cc1OC	.	2	1	-1	i	-0.5	-2	2	-9	5
COc1cc(/C=C2/C(=O)NN(c3cccc(Cl)c3)C2=O)cc(OC)c1O	-3.8	-74	-8	-4	-0.4	0.0	.	-5	8	-4

More entries:
SMILES	TcdB inh	MazEF act	VHR inh abs	SARS 3CLpro inh	BH1578 lux ind	PfHsp40 rescue	Anthrax LF inh2	Yp Topo-I inh	PriA SSB inh	Rv3671c protease
C[C@H](CO)N1C[C@H](C)[C@H](CN(C)C(=O)CCC(F)(F)F)OCc2cnnn2CCCC1=O	0.8&0.4	8	.	.	-0.4	.	0	2	.	.
CC(C)(C)OC(=O)N/N=C/c1ccc(N2CCOCC2)s1	-3.7	226*	-7	3	-0.2	-0.5	-1	-1	.	-4
COC(=O)c1ccccc1NC(=O)NCC1CCCO1 (centres undefined)	.	4	-5	1	-2.0	0.0	-2	-6	-12	3
CCC(=O)Nc1ccccc1N1CCN(c2ccc(F)cc2)CC1	1.2	-7	6	0	0.2	-1.2	.	3	-5	5
CC(Oc1cc2oc(=O)cc(-c3ccccc3)c2cc1Cl)C(=O)NCC1CCC(C(=O)O)CC1 (centres undefined)	0.9	0	-7	3	-0.6	1.7	3	16	-2	-8
CCOc1ccc(N(CC(=O)Nc2ccc(Cl)cc2)S(C)(=O)=O)cc1	3.0	10	.	.	i	.	-2	7	.	.
COc1cccc(NC(=O)Nc2nnc(CC(=O)NCc3ccccc3)s2)c1	1.4	-24	19	7	i	-2.0	-9	11	-6	-41
Cc1ncc(CSc2nnnn2-c2ccccc2)c(N)n1	0.4	-1	14	-1	i	1.0	-5	-7	7	6
COc1ccccc1CNCCS(=O)(=O)NCc1ccccc1OC	2.1	7	.	.	-0.2	-0.4	-2	30	-10	.
O=C(CCCCCn1c(=S)[nH]c2ccc(N3CCOCC3)cc2c1=O)NCCc1ccccc1	.	-20	7	2	i	-1.0	-2	6	-4	9
O=C(c1ccccc1)N1CCCCC(S(=O)(=O)c2ccccc2)C1=O (centres undefined)	1.1	-3	27	-4	-0.5	0.0	-3	-4	-4	-7
CCNC(=O)c1cccc(NC(=O)C2CC(=O)N(CCc3ccccc3)C2)c1 (centres undefined)	-0.7	0	.	.	i	0.6	-1	1	-16	2
CC(OC(=O)c1ccc(-n2cnnn2)cc1)C(=O)N(C)c1ccccc1 (centres undefined)	2.8	5	.	.	14	0.4	6	6	-14	.
CC(OC(=O)C1CCN(S(=O)(=O)c2ccc3c(c2)OCCO3)CC1)C(=O)N(C)c1ccccc1 (centres undefined)	0.9	0	.	.	i	-0.1	-5	20	-7	-3
Cc1cccc(NC(=O)c2nc[nH]c2C(=O)N2CCc3ccccc3C2)c1	-3.5	5	.	.	i	0.5	3	0	-2	-9
Cc1ccc(S(=O)(=O)N2C[C@H]3n4c(=O)ccc(=O)n4C[C@H](OC(=O)NC4CC4)[C@@]3(O)C2)cc1	2.3	9	.	.	i	.	0	-2	.	.
O=C1C=C(NCCN2CCOCC2)CC(c2ccccc2)C1 (centres undefined)	-0.5	-10	27	3	-6.9	-1.2	4	3	-10	-8
CCOc1ccc(NC(=S)C(C#N)=C2N(C)c3ccccc3N2C)cc1	0.5	11	8	-5	i	-0.5	-3	4	-9	2
CC(C)N=C(NC#N)SCC(=O)NC(C)(C)C	.	2	21	-4	-0.5	2.5	-3	-4	-19	-6
CCOC(=O)C1CCCN(Cc2cn(C)nc2-c2ccc3c(c2)OCCO3)C1 (centres undefined)	1.0	8	30	0	i	-0.7	-1	-3	3	4
CCN(CC)c1ccc(/C=C2\C(=O)NC(=S)N(c3ccc(OC)cc3OC)C2=O)o1	.	-574	.	.	i	-0.5	.	-3	1	-13
COc1cccc(C(=O)N2CCN(Cc3ccccc3C(F)(F)F)CC2)c1	.	-4	5	-1	0.4	1.0	3	20	-23	3
CCSc1nnc(NC(=O)Cc2ccc(OC)cc2)s1	-2.3	0	11	-3	-1.2	-1.2	1	4	-10	-5
O=C(COC(=O)CCc1ccc(S(=O)(=O)N2CCOCC2)cc1)NCc1ccc(Cl)cc1	1.2	1	15	3	-0.4	-0.8	-1	31	-10	2
O=c1c(F)cn(C2CCCO2)c(=O)n1Cc1ccc(Cl)cc1 (centres undefined)	0.8	-1	20	6	-0.2	0.2	-1	-11	-2	0

Following part.
SMILES	TcdB inh	MazEF act	VHR inh abs	SARS 3CLpro inh	BH1578 lux ind	PfHsp40 rescue	Anthrax LF inh2	Yp Topo-I inh	PriA SSB inh	Rv3671c protease
Cc1cccc(C)c1NC(=O)CSc1nnc(-c2ccncc2)n1Cc1ccco1	1.4	3	13	4	1.7	0.4	0	15	4	-6
COc1cn(-c2ccccc2)nc1C(=O)Nc1ccc(C)cc1	1.4	5	23	5	-0.5	1.0	-1	20	-6	0
O=C(O)c1ccc(Nc2nc(-c3ccc([N+](=O)[O-])cc3)nc3ccccc23)cc1	1.4	-2	81	4	-0.3	-0.7	3	0	-4	.
COC(=O)c1c(NC(=O)C2CCCCC2C(=O)O)sc2c1CCCCC2 (centres undefined)	-3.2	1	26	6	-0.3	1.1	-6	20	-8	8
CC1CCCC(NC(=O)CNC(=S)N(Cc2ccccc2)Cc2cccs2)C1C (centres undefined)	0.0	7	20	8	i	6.3	2	8	3	-12
CC1C(=O)CCC1(C(=O)O)c1ccccc1 (centres undefined)	.	-6	12	-4	-0.1	-0.4	0	-3	4	3
Cc1cccn2c(=O)nc(SCC(=O)NCCc3ccccc3)nc12	1.9	7	.	.	-2.0	0.1	-1	3	1	7
COc1cccc(N=C2CC(C)(C)CC(=O)/C2=C(/O)c2ccccc2)c1	1.3	6	5	4	-0.2	-0.2	-6	-10	.	15
CCOC(=O)c1c(C)[nH]c(C(=O)CN2C(=O)NC(C)(c3ccc(C)cc3)C2=O)c1C (centres undefined)	.	3	10	.	-0.3	-0.7	-2	4	7	-20
CCn1c(SCC(=O)NC2CCCC2)nnc1C(C)NC(=O)c1ccccc1F (centres undefined)	1.2	0	0	6	i	-1.1	-10	10	-9	2
CN(C)CC(c1ccccc1)c1ccccc1	0.4	7	9	4	0.4	.	6	-5	-3	7
COc1ccc(OC2OC3COC(C)(C)OC3C(O)C2NC(C)=O)cc1 (centres undefined)	.	8	3	2	i	-1.2	-4	0	-1	5
Cc1ccc(CS(=O)(=O)c2ncc(Cl)c(C(=O)Nc3ccc(OC(F)F)cc3)n2)cc1	0.5	8	12	-4	-0.5	-0.9	-1	6	-1	-45
Cc1ccc(C(=O)N2CCC(C)CC2)cc1NC1=NC2CS(=O)(=O)CC2S1 (centres undefined)	2.0	5	6	-3	-0.1	-1.7	-1	-1	1	7
CCNC(=O)CC1C(=O)N(c2ccc(OC)cc2)C(=O)N1CCOC (centres undefined)	-2.0	-2	34	3	i	-1.0	3	2	-3	0
O=C(c1cc2c(s1)CCCC2)n1cccn1	0.1	-8	8	2	-0.9	-0.2	0	13	-33	-7
CN(CC(=O)Nc1cccc(F)c1)C(=O)Cc1n[nH]c(=O)c2ccccc12	-0.2	-4	.	.	-0.3	0.1	.	2	-8	9
Cc1cc(NC(=O)c2ccc(Cl)cc2)cc(C)c1OCC(=O)N1CCOCC1	1.6	4	-17	1	i	-0.2	2	-12	-7	4
CCOc1cc(C(N)=O)cc(Br)c1OCc1ccccc1	1.1	4	17	2	-0.5	-0.2	-1	-1	0	-8
CCOC(=O)C1=C(CNCc2ccc(C)cc2)NC(=O)NC1c1ccc(OC)cc1 (centres undefined)	.	-2	8	-2	i	0.2	-11	7	-10	-7

Exported with values under each structure: four of the compounds above.
Results follow in this order: TcdB inh | MazEF act | VHR inh abs | SARS 3CLpro inh | BH1578 lux ind | PfHsp40 rescue | Anthrax LF inh2 | Yp Topo-I inh | PriA SSB inh | Rv3671c protease
> O=C(O)c1ccc(Nc2nc(-c3ccc([N+](=O)[O-])cc3)nc3ccccc23)cc1
    1.4 | -2 | 81 | 4 | -0.3 | -0.7 | 3 | 0 | -4 | .
> COC(=O)c1c(NC(=O)C2CCCCC2C(=O)O)sc2c1CCCCC2 (centres undefined)
    -3.2 | 1 | 26 | 6 | -0.3 | 1.1 | -6 | 20 | -8 | 8
> CC1CCCC(NC(=O)CNC(=S)N(Cc2ccccc2)Cc2cccs2)C1C (centres undefined)
    0.0 | 7 | 20 | 8 | i | 6.3 | 2 | 8 | 3 | -12
> CC1C(=O)CCC1(C(=O)O)c1ccccc1 (centres undefined)
    . | -6 | 12 | -4 | -0.1 | -0.4 | 0 | -3 | 4 | 3
